Screening results: PubChem BioAssay, National Center for Advancing Translational Sciences (NCATS)
L3MBTL1 inh – blocks human L3MBTL1; Q9Y468; AID 485360; hit rate 0.66% among 230,000; AlphaScreen L3MBTL1–H3K9me1 peptide binding; Potency, µM (doses to about 57.1 µM), without a hit: at the top dose activity, negative = inhibition, most hits filed as inhibitors; note: potency is the fitted concentration of half-maximal effect; % is set by controls: 0 for no effect and ±100 for the full control effect; nearly all actives have a fitted effect of over 60% in size
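AlphaScreen proximity signal between nickel-chelate acceptor and streptavidin donor beads (final 10 ug/mL) reports binding of 50 nM L3MBTL1 to 75 nM biotin-H3 K9me1 peptide; complex incubated with compounds 30 min at room temperature; cefsulodin titration as control.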
IMPase Li inh – IMPase inhibition in cells with lithium potentiation; Potency, µM (series often up to 59.4 µM), for inactives: at the top dose activity, negative = IMPase inhibition, most hits filed as inhibitors; CHO-M1 cells, IP1 TR-FRET (IP-One), carbachol + lithium; AID 1457; hit rate 0.35% among 210,000;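 note: IP1 builds up when IMPase is blocked and the TR-FRET signal falls; potency is the fitted concentration of half-maximal effect; plate controls were basal vehicle for no effect and high inhibitor control for full effect; nearly all actives have a fitted effect of over 50% in size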
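CHO cells stably expressing M1 receptor (2000/well) were cultured 16–30 h, then exposed to compounds with a small lithium addition for 30 min at 37C. IP1 was measured by TR-FRET competition; AC50 from Hill fits.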
NPSR antag – neuropeptide S receptor (human) antagonism, cAMP | Q6W5P4 | CHO-NPSR cells, cAMP TR-FRET, antagonist mode | Potency, µM (series often up to 38.3 µM), for the others: top-dose activity change, negative = inhibition, usual class: inhibitors | hit rate 1% among 220,000 | AID 1461; note: potency is the fitted concentration of half-maximal effect; % is set by controls: 0 for no effect and ±100 for the full control effect; nearly all actives have a fitted effect of over 50% in size; many of its hits are not listed in these tables
Target sequence (Q6W5P4 whole entry, looked up): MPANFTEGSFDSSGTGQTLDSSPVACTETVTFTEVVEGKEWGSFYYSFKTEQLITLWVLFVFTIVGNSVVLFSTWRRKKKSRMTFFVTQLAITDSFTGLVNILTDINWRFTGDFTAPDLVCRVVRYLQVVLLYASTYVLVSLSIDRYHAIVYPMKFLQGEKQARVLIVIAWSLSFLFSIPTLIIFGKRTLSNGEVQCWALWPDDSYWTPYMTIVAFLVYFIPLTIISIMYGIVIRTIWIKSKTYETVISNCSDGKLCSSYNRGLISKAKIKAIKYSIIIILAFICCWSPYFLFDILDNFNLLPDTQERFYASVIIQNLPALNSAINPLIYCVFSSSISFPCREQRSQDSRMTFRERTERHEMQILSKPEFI
Epigenetic reg – regulators of epigenetic silencing causing reporter derepression in mouse cells; murine LDR cells, GFP reporter derepression, 30 h; Potency, µM (top dose mostly 53.9 µM), inactives show at the highest dose GFP activation, most hits filed as activators; hit rate 0.2% among 280,000; AID 1865; note: potency is the fitted concentration of half-maximal effect; % of control where 0% means no effect; nearly all actives have a fitted effect of over 60% in size
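In this reporter-derepression format, murine cells bearing a silenced integrated CMV-GFP locus incubate with test compound (30 h, 37 C), then are washed and imaged; fluorescent objects of 20–120 um count as induced cells.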
KinaseGlo FLuc – Kinase-Glo luciferase inhibition (counter-screen); Kinase-Glo luciferase, ATP luminescence, 8 min; Q27757; hit rate 0.28% among 200,000; AID 1379; Potency, µM (series often up to 38.3 µM), without a hit: at the highest dose activity change, negative = inhibition, hits mostly inhibitors; note: potency is the fitted concentration of half-maximal effect; % is set by controls: 0 for no effect and ±100 for the full control effect; nearly all actives have a fitted effect of over 60% in size
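Compounds were added to a substrate mix at pH 7.2 (50 mM imidazole, 10 uM ATP, within the enzyme's linear range), followed by Kinase-Glo detection reagent; luminescence was measured after 8 minutes at ambient temperature.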
CBFb RUNX1 block – inhibitors of human CBF-beta and RUNX1 interaction; Q01196+Q13951; AlphaScreen CBFb-His/RUNX1-biotin binding, biochemical; Potency, µM (series often up to 59.8 µM), inactives show at the highest dose activity, negative = inhibition, usual class: inhibitors; 230,000 tested, under 10 active; AID 1477; note: % of control where 0% means no effect
Target sequence (Q01196 whole entry, looked up): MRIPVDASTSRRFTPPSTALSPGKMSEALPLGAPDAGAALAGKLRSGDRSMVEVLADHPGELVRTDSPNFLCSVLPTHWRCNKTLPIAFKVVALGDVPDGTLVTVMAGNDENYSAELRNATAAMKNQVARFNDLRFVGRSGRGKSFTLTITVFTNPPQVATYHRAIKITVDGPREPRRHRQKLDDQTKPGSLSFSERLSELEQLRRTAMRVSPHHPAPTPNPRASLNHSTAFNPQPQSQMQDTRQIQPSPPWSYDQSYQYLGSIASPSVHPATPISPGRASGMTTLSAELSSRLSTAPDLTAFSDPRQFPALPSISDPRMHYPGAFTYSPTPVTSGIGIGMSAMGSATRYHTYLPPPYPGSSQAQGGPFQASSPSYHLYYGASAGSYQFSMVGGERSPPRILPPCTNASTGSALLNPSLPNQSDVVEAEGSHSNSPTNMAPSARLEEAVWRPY
Target sequence (Q13951 whole entry, looked up): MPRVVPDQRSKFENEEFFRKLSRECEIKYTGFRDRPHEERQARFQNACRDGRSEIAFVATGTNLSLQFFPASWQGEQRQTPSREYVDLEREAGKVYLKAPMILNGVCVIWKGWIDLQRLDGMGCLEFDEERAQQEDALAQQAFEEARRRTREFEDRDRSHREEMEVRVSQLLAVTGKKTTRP
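Room-temperature protein-protein interaction test with 30 nM each of His-tagged CBF-beta and biotinylated RUNX1, 15 min with compound, then 90 min with nickel plus streptavidin beads. Signal read in AlphaScreen mode.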
HTT aggregate – reduces HttQ103-GFP aggregates in PC12 cells; AID 1688; hit rate 1.1% among 220,000; PC12 HttQ103-GFP aggregates, Acumen cytometry, 40 h; Potency, µM (highest dose often 46.1 µM), for inactives: top-dose activity change, negative = inhibition, most hits filed as inhibitors; note: potency is the fitted concentration of half-maximal effect; % is set by controls: 0 for no effect and ±100 for the full control effect; nearly all actives have a fitted effect of over 60% in size
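Using laser scanning cytometry, GFP-positive aggregates were counted after lysis of PC12 cells induced with 100 nM tebufenozide to express HTT exon 1 Q103–GFP. Compounds were tested in titration.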
The depositor's hits bear a star; & = joins results of further samples; [ ] = another dose, or the depositor's remark. Calls come from the whole dose curve; as a rule, active = well fitted curve in the direction sought with a large enough effect; inconclusive = small, poorly fitted or top-dose-only effect, or another doubt; inactive = no such curve, though single readings can be large; an effect the other way counts as inactive or inconclusive. Only part of the results is shown, so the mix of outcomes need not match the whole.

How did Cc1ccc(C(=O)NCCCCNC(=O)c2ccc(C)o2)o1 do in these assays?
IMPase Li inh: 21.1%[38.3 µM]; NPSR antag: -6.0%[46.1 µM]; Epigenetic reg: -1.0%; KinaseGlo FLuc: -0.7%; CBFb RUNX1 block: -0.2%; HTT aggregate: -8.8%

How did NC(=O)N/N=C/c1ccccc1OCC(=O)NCc1ccccc1 do in these assays?
L3MBTL1 inh: -3.3%; IMPase Li inh: -13.9%; NPSR antag: 2.6%; Epigenetic reg: 3.9%; KinaseGlo FLuc: -4.1%; CBFb RUNX1 block: -3.2%; HTT aggregate: -6.0%

Results for O=C(Nc1nnc(-c2ccc(Cl)cc2)o1)c1nc2ccccc2s1 ?
L3MBTL1 inh: 16.0%; IMPase Li inh: 28.8%[38.3 µM]; NPSR antag: -12.4%[46.1 µM]; Epigenetic reg: -0.8%; KinaseGlo FLuc: -1.9%; CBFb RUNX1 block: -0.5%; HTT aggregate: inconclusive

How did COCCNC(=O)C(=O)NNS(=O)(=O)c1ccc(Cl)cc1 do in these assays?
L3MBTL1 inh: 18.1%; IMPase Li inh: -2.4%; NPSR antag: 10.1%; Epigenetic reg: 5.4%; KinaseGlo FLuc: 0.9%; CBFb RUNX1 block: 3.3%

How did Cc1cccc(NC(=O)CSc2c3c(nc4ccccc24)CCC3)n1 do in these assays?
IMPase Li inh: 2.8%; NPSR antag: 12.1%; Epigenetic reg: 0.2%; KinaseGlo FLuc: 3.3%; CBFb RUNX1 block: -1.2%; HTT aggregate: 15.2%

What do the screens show for `Cc1ccc(SCC(=O)NCc2ccncc2)cc1`?
L3MBTL1 inh: 0.9%; IMPase Li inh: 5.5%; NPSR antag: 11.8%; Epigenetic reg: 1.0%; KinaseGlo FLuc: 2.9%; CBFb RUNX1 block: 0.4%; HTT aggregate: -9.8%

How did CC(NC(=O)c1ccco1)C(=O)Nc1nc(-c2ccccn2)cs1 (stereo unspecified) do in these assays?
L3MBTL1 inh: -27.1%; IMPase Li inh: 7.4%[38.3 µM]; NPSR antag: -1.0%[46.1 µM]; Epigenetic reg: -1.0%; KinaseGlo FLuc: -1.9%; CBFb RUNX1 block: -9.3%; HTT aggregate: -12.8%

Results for CSCCC(NC(=O)c1cc([N+](=O)[O-])cc([N+](=O)[O-])c1)c1nc2ccccc2[nH]1 (stereo unspecified) ?
L3MBTL1 inh: -4.8%; IMPase Li inh: 21.6%; NPSR antag: -6.1%[46.1 µM]; Epigenetic reg: 1.1%; KinaseGlo FLuc: -0.6%; CBFb RUNX1 block: 0.9%; HTT aggregate: -3.2%

Results for C=CCc1ccc(OCCCOc2ccc(C)c(C)c2)c(OC)c1 ?
IMPase Li inh: 26.8%[38.3 µM]; NPSR antag: -11.1%[46.1 µM]; Epigenetic reg: 0.8%; KinaseGlo FLuc: 7.7%; CBFb RUNX1 block: 19.0%; HTT aggregate: 4.1%[1.84 µM]

How did O=C(c1cc(-c2ccccn2)nc2c(Cl)cccc12)N1CCN(C(=O)C2CCCO2)CC1 (stereo unspecified) do in these assays?
L3MBTL1 inh: 1.6%; IMPase Li inh: -2.4%[38.3 µM]; NPSR antag: -12.5%[46.1 µM]; Epigenetic reg: 0.2%; KinaseGlo FLuc: 13.4%; CBFb RUNX1 block: 2.2%; HTT aggregate: 19.4%

How did Cc1ccc(NC(=O)c2ccc(=O)[nH]c2)cc1S(=O)(=O)N1CCCCC1 do in these assays?
NPSR antag: 3.3%; Epigenetic reg: 6.7%; CBFb RUNX1 block: 9.5%; HTT aggregate: -11.1%[9.22 µM]

How did CCOc1ccccc1C(=O)N1CCC(n2nnc3cc(C)ccc32)CC1 do in these assays?
L3MBTL1 inh: 2.5%; NPSR antag: -3.4%[46.1 µM]; Epigenetic reg: -5.3%; CBFb RUNX1 block: 5.8%; HTT aggregate: -3.5%

What do the screens show for `N#Cc1c(-n2cccc2/C=N/O)sc2c1CCCC2`?
L3MBTL1 inh: -26.5%; IMPase Li inh: 19.5%[38.3 µM]; NPSR antag: -16.3%[46.1 µM]; Epigenetic reg: 0.0%; KinaseGlo FLuc: -2.2%; CBFb RUNX1 block: -14.5%; HTT aggregate: -15.7%

What do the screens show for `CCN(CC)C(=O)c1sc2nc(-c3ccc(OC)cc3)cn2c1C`?
L3MBTL1 inh: -8.9%; IMPase Li inh: 0.4%[38.3 µM]; NPSR antag: -27.4%[46.1 µM]; Epigenetic reg: -1.1%; KinaseGlo FLuc: -3.8%; CBFb RUNX1 block: -3.2%; HTT aggregate: 2.8%

How did CCOc1cc(CNC2CCCC2)c(Cl)cc1OCC(=O)Nc1ccccc1 do in these assays?
L3MBTL1 inh: 5.1%; IMPase Li inh: 15.0%; NPSR antag: -40.5%; Epigenetic reg: -0.3%; KinaseGlo FLuc: -0.2%; CBFb RUNX1 block: 0.6%; HTT aggregate: -4.4%

How did COCCNC(=O)C(c1ccc(F)cc1)N(C(=O)CCC(=O)Nc1nccs1)c1ccc(C)cc1 (stereo unspecified) do in these assays?
L3MBTL1 inh: 1.7%; IMPase Li inh: 11.8%; NPSR antag: 4.6%; Epigenetic reg: 1.6%; KinaseGlo FLuc: -1.4%; CBFb RUNX1 block: -0.3%; HTT aggregate: 22.2%[9.22 µM]

What do the screens show for `COC(=O)c1sc(NC(=O)C2CCCCC2C(=O)O)c(C(=O)OC)c1C` (stereo unspecified)?
L3MBTL1 inh: 3.7%; NPSR antag: 29.9%[46.1 µM]; Epigenetic reg: -3.9%; CBFb RUNX1 block: 0.0%; HTT aggregate: -7.1%

What do the screens show for `Cc1onc(C(=O)N2CCC(C(N)=O)CC2)c1-c1ccccc1Cl`?
L3MBTL1 inh: 2.2%; IMPase Li inh: -4.1%[38.3 µM]; NPSR antag: 4.2%[46.1 µM]; Epigenetic reg: 2.3%; KinaseGlo FLuc: 2.5%; CBFb RUNX1 block: 2.8%; HTT aggregate: 0.4%

How did COCC(C)NCc1ccc(C)cc1C (stereo unspecified) do in these assays?
L3MBTL1 inh: 7.0%; IMPase Li inh: 2.4%; NPSR antag: 3.0%[46.1 µM]; Epigenetic reg: -11.1%; KinaseGlo FLuc: 2.3%; CBFb RUNX1 block: 16.8%; HTT aggregate: -5.9%

Results for CC(C)(C)c1ccc(C(=O)Nc2ccc(O)c3c(=O)cc(-c4ccccc4Cl)oc23)cc1 ?
NPSR antag: -8.6%; Epigenetic reg: 2.4%; CBFb RUNX1 block: 7.6%&17.6%; HTT aggregate: -4.6%[9.22 µM]

What do the screens show for `COc1ccc(C(=O)NCc2cccnc2)cc1OC`?
L3MBTL1 inh: 34.5%[activator]; IMPase Li inh: -2.9%[38.3 µM]; NPSR antag: inconclusive; Epigenetic reg: -5.6%; KinaseGlo FLuc: -4.9%; CBFb RUNX1 block: 8.8%; HTT aggregate: 6.4%

What do the screens show for `Cc1ccc(-c2cc(C(=O)Nc3ccc(S(=O)(=O)Nc4ncccn4)cc3)[nH]n2)c(O)c1C`?
NPSR antag: -5.8%; Epigenetic reg: -2.8%; CBFb RUNX1 block: -22.8%; HTT aggregate: 0.5%[9.22 µM]

What do the screens show for `CCSC(C)CC1C/C(=N/O)c2c(C)noc2C1` (stereo unspecified)?
L3MBTL1 inh: 9.7%; NPSR antag: -7.9%[46.1 µM]; Epigenetic reg: -2.0%; KinaseGlo FLuc: -5.2%; CBFb RUNX1 block: 4.8%; HTT aggregate: 7.5%

How did COc1cc2ccccc2cc1-c1nnc(COc2ccccc2)o1 do in these assays?
IMPase Li inh: 1.2%[38.3 µM]; NPSR antag: -24.7%[46.1 µM]; Epigenetic reg: -3.3%; KinaseGlo FLuc: 1.6%; CBFb RUNX1 block: 11.2%; HTT aggregate: 3.6%

What do the screens show for `O=C(CSc1nnc(CNC(=O)c2cccs2)o1)NC1CCCCC1`?
IMPase Li inh: -8.1%[38.3 µM]; NPSR antag: -4.9%[46.1 µM]; Epigenetic reg: 0.9%; KinaseGlo FLuc: -2.6%; CBFb RUNX1 block: 0.6%; HTT aggregate: 0.3%

How did C#CCOCCOCCOCCNc1nc(N2CCOCC2)nc(N2CCN(C(=O)[C@H](Cc3ccc(O)cc3)n3cc([C@@H](N)CC(C)C)nn3)CC2)n1 do in these assays?
L3MBTL1 inh: 0.5%; IMPase Li inh: -10.2%; NPSR antag: -17.2%; Epigenetic reg: -1.4%; CBFb RUNX1 block: 9.7%; HTT aggregate: 13.4%[9.22 µM]

What do the screens show for `COc1ccc(OC)c(NC(=O)CN2CCN(C(=O)c3ccco3)CC2)c1`?
L3MBTL1 inh: 5.0%; IMPase Li inh: -11.3%[38.3 µM]; NPSR antag: -13.0%[46.1 µM]; Epigenetic reg: -5.0%; KinaseGlo FLuc: -1.4%; CBFb RUNX1 block: -10.9%; HTT aggregate: -0.2%

Results for COCCNC(=O)c1cn(C)c(=O)c2cc(OC)c(OC)cc12 ?
L3MBTL1 inh: -1.0%; IMPase Li inh: -4.3%[38.3 µM]; NPSR antag: -21.7%[46.1 µM]; Epigenetic reg: -2.5%; KinaseGlo FLuc: 9.7%; CBFb RUNX1 block: 1.7%; HTT aggregate: -0.4%

How did O=C(CSc1nnc(COc2cccc3cccnc23)o1)N1CCN(C(=O)c2ccco2)CC1 do in these assays?
L3MBTL1 inh: 5.9%; IMPase Li inh: 6.1%; NPSR antag: 0.7%[46.1 µM]; Epigenetic reg: -1.8%; KinaseGlo FLuc: 0.7%; CBFb RUNX1 block: -4.1%; HTT aggregate: 2.6%

How did O=C(NCC(c1cccs1)N1CCOCC1)c1ccc(Cl)c(S(=O)(=O)N2CCOCC2)c1 (stereo unspecified) do in these assays?
L3MBTL1 inh: 3.1%; NPSR antag: 9.4%; Epigenetic reg: 0.0%; CBFb RUNX1 block: -5.2%; HTT aggregate: -13.0%[9.22 µM]

How did Cc1ccc(SC(c2ccc(C)cc2)C(Cn2cncn2)C(=O)c2ccccc2)cc1 (stereo unspecified) do in these assays?
IMPase Li inh: 44.2%[activator][38.3 µM]; NPSR antag: inconclusive; Epigenetic reg: 0.6%; KinaseGlo FLuc: 20.6%; CBFb RUNX1 block: 1.8%; HTT aggregate: 0.4%
